# Screening results from PubChem BioAssay.
# PolyA inh = inhibitors of polyadenylation in S. cerevisiae. AID 1875. S. cerevisiae SKY197-pL101 polyadenylation reporter, beta-gal luminescence; efflux-impaired pdr1/pdr3 knockout yeast; score 100 = 6 SD above DMSO. 300,000 tested, 0.02% active. calls only at 12 µM;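 active = lowest replicate activity score at least 50, where 100 means six control SD above control mean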;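 note: yeast exposed to compound for 9 h at 30 °C; higher score means more reporter readthrough which indicates perturbed polyadenylation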
# hERG rescue = compounds protecting human hERG from proarrhythmic drug block; Q12809; CHO-hERG, FluxOR thallium flux, dofetilide IC70 present; 310,000 tested, 0.51% active; activation (rescue from dofetilide block), less the hit threshold, % at 10 µM;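 active = activation above the mean of controls blocked by dofetilide plus 5 SD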;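 note: thallium influx through hERG after potassium depolarization seen as dye fluorescence rise; in these data hits start at about 4.7%; inactives centre near -7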
# Platelet DG rel = modulates dense granule release in human platelets. human platelet-rich plasma, SFLLRN dense granule ATP release, luminescence. AID 1663. 300,000 tested, 0.22% active. inhibition, %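 (compounds screened at 7.5 µM in platelet-rich plasma)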;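 active = mean replicate score, as percent of positive control, at or above 50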
# TRPC4 block = blocks the mouse TRPC4 cation channel; Q9QUQ5; HEK293 TRPC4beta/mu-opioid, DAMGO-evoked Fluo4 calcium flux; active compounds read low; B-score at 10 µM; 300,000 tested, 0.39% active; AID 2247;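 active = B-score over 3 SD under the library average, no early fluorescence shift, positive overall ratio signal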
#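 Assay system: TRPC4beta/mu-opioid receptor HEK293 cell line; compound dosing: single concentration per test compound; detection: Fluo4 Ca2+ flux fluorescence; evaluation: per-well B score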
# TRPC4 agonist = opens the mouse TRPC4 cation channel | Q9QUQ5 | HEK293 TRPC4beta/mu-opioid, Fluo4 calcium fluorescence; active compounds read high | B-score at 10 µM | 310,000 tested, 0.49% active | AID 2237;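 active = B-score above 5 SD of library B-scores, and initial fluorescence ratio not above library mean plus 5 SD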;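 note: positive B-score marks a calcium rise read as TRPC4 activation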
#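 Assay system: HEK293 cells stably co-expressing mouse TRPC4beta and mu-opioid receptor / Timing: Fluo4 dye loading 45 min at room temperature, 110 s recording / Signal: Fluo4 calcium-sensitive dye fluorescence, kinetic, 1 Hz baseline / Read-out: integrated baseline-normalised fluorescence ratio, converted to per-well B score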
# KCNQ1 pot = potentiates or activates the human KCNQ1 potassium channel; B-score at 10 µM; CHO-K1 KCNQ1, thallium flux FluxOR fluorescence; active compounds read high; 310,000 tested, 0.35% active; P51787; AID 2648;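 active = fluorescence ratio B-score, a plate-corrected score, at least three library SD, with initial intensity B-score within 5 SD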
#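 Assay system: CHO-K1 cells stably expressing KCNQ1; Medium: assay buffer with matched DMSO; Also added: K+/Tl+ depolarizing stimulus; Dosing: single dose; Timing: dye 90 min, compound 20 min, room temperature; Measured by: kinetic FluxOR thallium fluorescence, 10-s 1-Hz baseline, 110-s post-stimulus read; Read-out: peak-minus-minimum fluorescence over initial fluorescence, negative-control normalized, B-scored.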
# Dyrk1A ADPGlo = blocks rat Dyrk1A kinase activity | Q63470 | ADP-Glo luminescence, NFATc1 peptide | inhibition, % at 12.5 µM | 310,000 tested, 0.43% active; in the data active = inhibition above about 50%;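 note: plate controls were vehicle with enzyme for no effect and no enzyme for full effect; many of its hits are not listed in these tables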
# KCNQ1 block = human KCNQ1 channel inhibition; AID 2642; 310,000 tested, 1.3% active; P51787; B-score at 10 µM; CHO-K1 KCNQ1, FluxOR thallium flux fluorescence; active compounds read high;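 active = compounds whose thallium flux B-score, printed positive for inhibition, exceeds three library SD while starting fluorescence stays within three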;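 note: channel opened by potassium depolarization with thallium stimulus after 20 min compound exposure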
# KCNK9 block = inhibitors of human KCNK9 two-pore domain potassium channel | HEK293 KCNK9, FluxOR thallium flux fluorescence; active compounds read low | B-score at 10 µM | 310,000 tested, 1.2% active | AID 488922;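 active = ratio B-score over 3 SD below the library mean, with starting fluorescence within 5 SD of its mean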;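 note: negative B-score means less thallium flux so channel inhibition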
# Target sequence (Q9NPC2 whole entry, looked up, the tested form may be a part): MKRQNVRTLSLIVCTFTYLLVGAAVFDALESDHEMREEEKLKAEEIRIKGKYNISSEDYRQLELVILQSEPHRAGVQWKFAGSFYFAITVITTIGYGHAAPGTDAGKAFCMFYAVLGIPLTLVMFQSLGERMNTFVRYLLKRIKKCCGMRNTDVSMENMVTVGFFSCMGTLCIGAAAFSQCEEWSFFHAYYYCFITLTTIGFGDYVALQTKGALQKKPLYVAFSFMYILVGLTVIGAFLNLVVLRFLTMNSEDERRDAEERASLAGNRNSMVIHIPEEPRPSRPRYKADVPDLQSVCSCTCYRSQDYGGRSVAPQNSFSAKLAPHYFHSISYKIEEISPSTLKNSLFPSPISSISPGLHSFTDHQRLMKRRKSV
# KCNK3 inh = human KCNK3 channel inhibition, primary screen; O14649; CHO-KCNK3 thallium flux, FluxOR fluorescence; active compounds read low; B-score at 10 µM; 340,000 tested, 0.84% active;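 active = B-score under library mean minus 4 SD, starting fluorescence ratio at most library mean plus 5 SD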;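 note: more negative B-score means stronger inhibition of thallium flux through KCNK3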
# Target sequence (O14649 whole entry, looked up): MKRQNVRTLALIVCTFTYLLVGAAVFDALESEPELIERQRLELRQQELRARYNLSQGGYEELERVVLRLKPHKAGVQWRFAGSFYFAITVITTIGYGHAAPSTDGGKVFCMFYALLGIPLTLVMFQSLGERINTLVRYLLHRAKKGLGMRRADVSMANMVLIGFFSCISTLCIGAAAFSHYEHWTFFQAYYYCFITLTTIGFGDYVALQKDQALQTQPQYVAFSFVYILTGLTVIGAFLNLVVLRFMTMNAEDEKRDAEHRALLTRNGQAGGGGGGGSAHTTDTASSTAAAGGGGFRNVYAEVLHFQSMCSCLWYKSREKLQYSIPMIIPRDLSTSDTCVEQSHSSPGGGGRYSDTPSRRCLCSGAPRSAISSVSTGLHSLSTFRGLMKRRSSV
# TRPC4 PAM = allosterically enhances the mouse TRPC4 cation channel; Q9QUQ5; HEK293 TRPC4beta/mu-opioid, DAMGO EC20, Fluo-4 Ca2+ flux; active compounds read high; B-score at 10 µM; 310,000 tested, 0.42% active; AID 2227;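 active = B-score of calcium response area above 5 SD of library B-scores, with initial fluorescence ratio within 5 SD of library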;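 note: B-score of integrated fluorescence ratio over time as area under calcium response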
# * hit, by the source's call; i = inactive; · = not tested or not shown; & = joins results of further samples. An excerpt, so the mix of outcomes need not match the whole.
SMILES,PolyA inh,hERG rescue,Platelet DG rel,TRPC4 block,TRPC4 agonist,KCNQ1 pot,Dyrk1A ADPGlo,KCNQ1 block,KCNK9 block,KCNK3 inh,TRPC4 PAM
COc1ccc(-c2nc3c(c(=O)c4ccccc4n3C)c(=O)n2Cc2ccccc2)cc1,i,-2,1,i,i,i,5,i,i,i,i
CC(C)COc1ccc(C(=O)N(CC(=O)Nc2ccccc2C(F)(F)F)Cc2ccco2)cc1,i,-14,5,i,i,i,-4,i,i,i,i
Cc1[nH]c2ccc(Br)cc2c(=O)c1CN1CCCCCC1,i,-11,12,i,i,i,3,i,i,i,i
COC(=O)C1C2C=CC3(CN(C(C)c4ccc(OC)cc4)C(=O)C13)O2 (centres undefined),i,-10,-2,i,i,i,-12,i,i,i,i
O=C(COc1ccccc1Cl)N(Cc1cccs1)C1CCS(=O)(=O)C1 (centres undefined),i,-5,7,i,i,i,0,i,i,i,i
O=C1CCS/C(=N\N=C\c2ccc(Cl)cc2Cl)N1,i,-7,-3,i,i,i,8,i,i,i,i
CC1(c2ccc(OC(F)F)cc2)NC(=O)N(CC(=O)NC2CCCCC2)C1=O (centres undefined),i,-9,24,i,i,i,-3,i,i,i,i
O=C(NCC1CCCO1)c1cc(-c2ccc(F)cc2)no1 (centres undefined),i,-5,-4,i,i,i,11,i,i,i,i
O=S(=O)(Nc1ccc2[nH]ncc2c1)c1ccccc1Cl,i,-4,9,i,i,i,11,i,i,i,i
Cc1cc(C)c2cc(C(=O)Nc3ccccc3)[nH]c2c1,i,-10,1,i,i,i,3,i,i,i,i
O=C(Nc1ccc(Nc2ccccc2)cc1)N1CCOCC1,i,0,-1,i,i,i,5,i,i,i,i
CCCCCn1c(=O)[nH]c2cc(C(=O)NC3CCN(Cc4ccccc4)CC3)ccc2c1=O,i,-3,2,i,i,i,0,i,i,i,i
COc1cccc(N2CCN(c3ncnc4c3[nH]c3ccccc34)CC2C)c1 (centres undefined),i,-35,23,i,i,i,·,12*,i,·,i
CCN(CC)S(=O)(=O)c1ccc(C(=O)OCC(=O)Nc2sc3c(c2C#N)CCCCC3)cc1,i,-12,0,i,i,i,9,i,i,i,i
CCCCN(CC)CCNC(=O)CCC(=O)Nc1ccc2nc(N3CCN(C)CC3)cc(C)c2c1,i,-11,-3,i,118*,i,-3,i,i,i,i
O=C(CSCc1nc2c(nnn2Cc2ccc(F)cc2)c(=O)[nH]1)Nc1c(Cl)cc(Cl)cc1Cl,i,-4,0,i,i,i,·,i,i,i,i
Nc1c(NCCc2ccccc2)c2ccccc2oc1=O,i,-24,2,i,i,i,9,i,i,i,i
O=C(N=C1SC2CS(=O)(=O)CC2N1c1cccc(Cl)c1)C1CCCO1 (centres undefined),i,-3,-1,i,i,i,-7,i,i,i,i
COc1ccc(F)cc1S(=O)(=O)N1CCN(C(=O)c2ccco2)CC1,i,-4,-5,i,i,i,-2,i,i,i,i
c1ccc(Cc2ccc(OCCCNC3CCCC3)cc2)cc1,i,-16,1,i,i,i,·,i,i,·,i
NC(=O)N/N=C/c1cn(-c2ccccc2)nc1-c1cccnc1,i,-7,18,i,i,i,·,i,i,·,i
N#C/C(=C\c1ccc(Cl)cc1)c1nc2ncccc2[nH]1,i,-15,-43,i,i,i,4,i,i,i,i
Cc1cccc(NC(=O)c2cccc3c2-c2ccccc2C3=O)n1,i,-5,-3,i,i,i,-2,i,i,i,i
Cc1cc(NC(=O)c2ccco2)ncc1NC(=O)Cc1ccccc1,i,-9,-3,i,i,i,0,i,i,i,i
COc1ccc(NC(=O)Cn2nnc(C(=O)NCc3cccs3)c2N)cc1,i,-5,17,i,i,i,-3,i,i,i,i
CNC(=O)c1ccsc1NC(=O)c1ccc(S(=O)(=O)N2CCCc3ccccc32)cc1,i,-13,0,i,i,i,1,i,i,i,i
Cc1ccc(CNC(=O)CNS(=O)(=O)c2cccc3nsnc23)cc1,i,-7,5,i,i,i,-1,i,i,i,i
c1c2c(cc3sc(N4CCOCC4)nc13)OCCO2,i,-9,57*,i,i,i,17,i,i,i,i
O=C(CCCn1c(=S)[nH]c2ccc(Br)cc2c1=O)NCC1CCCO1 (centres undefined),i,-8,-9,i,i,i,-3,i,i,i,i
CC(=O)C1=C(O)C(=O)N(CCCn2ccnc2)C1c1ccc(C)cc1 (centres undefined),i,4,-5,i,i,i,-3,i,i,i,i
CCc1nnc(NC(=O)CN2CCN(Cc3ccc(C)cc3)CC2)s1,i,-3,3,i,i,i,-7,i,i,i,i
Cc1ccc(Nc2cc(C)nc3ccccc23)c(C)c1,i,-16,-3,i,i,i,2,i,i,i,i
C=CCNCc1cccn1-c1ccccc1,i,-2,-4,i,i,i,-49,i,i,i,i
CCOc1ccc(NC(=O)CN2CC(c3ccccc3)CC2=O)cc1 (centres undefined),i,-12,1,i,i,i,3,i,i,i,i
Cc1ccc(N(Cc2cc3ccc(C)cc3[nH]c2=O)S(C)(=O)=O)c(C)c1,i,-8,-13,i,i,i,-5,i,i,i,i
COc1ccc(-n2c(Cc3cccn3C)nnc2SCC(=O)Nc2nccs2)cc1,i,-7,1,i,i,i,2,i,i,i,i
CCCCNC(=S)NNC(=O)c1csc(CC)c1,i,-11,1,i,i,i,-1,i,i,i,i
COc1ccccc1CC(=O)N1CCN(c2ccccc2)CC1,i,-7,-1,i,i,i,-1,i,i,i,i
CN(C)C(=O)c1cc(C(=O)c2ccccc2F)c[nH]1,i,-4,-5,i,i,i,1,i,i,i,i
COc1ccc(Cl)cc1N1C(=O)C2CCCN2C1c1cccc(F)c1 (centres undefined),i,-5,13,i,i,i,2,i,i,i,i
O=C(NNc1cccc(Cl)n1)Nc1ccccc1Cl,i,-1,-5,i,i,i,-4,i,i,i,i
c1ccc(Cn2nnc3c(NCc4ccc5c(c4)OCO5)nc(C4CC4)nc32)cc1,i,-3,0,i,i,i,-6,i,i,i,i
O=C(Cc1ccccc1)NCC(=O)N1CCC1,i,-3,15,i,i,i,-4,i,i,i,i
Cc1ccc(S(=O)(=O)N(C)CCCC(=O)Nc2ccccn2)cc1,i,-7,0,i,i,i,-8,i,i,i,i
COc1cc(NC(=S)NC(=O)c2ccccc2C)ccc1NC(=O)c1cccs1,i,-2,-2,i,i,i,2,i,i,i,i
Cn1cc(S(=O)(=O)N2CCN(c3ccccc3)CC2)c(=O)n(C)c1=O,i,-7,-3,i,i,i,-1,i,i,i,i
CC12CCC(=O)N1C(C(=O)NNC(=O)c1cccc(Cl)c1)CS2 (centres undefined),i,-12,6,i,i,i,-5,i,i,i,i
CCOC(=O)c1ccc(NC(=S)N(Cc2cccnc2)Cc2ccco2)cc1,·,0,8,i,i,i,0,i,i,i,i
O=C(COC(=O)CNC(=O)c1ccc(Cl)cc1Cl)Nc1cccc(S(=O)(=O)N2CCCC2)c1,i,-9,0,i,i,i,-4,i,i,i,i
CCC1CCCCN1C(=O)c1cccc(S(=O)(=O)Nc2cc(C(F)(F)F)ccc2Cl)c1 (centres undefined),i,-15,1,i,i,i,-8,7*,i,i,i
O=C(NCC1CCCN(Cc2ccc3nonc3c2)C1)c1cccc(C(F)(F)F)c1 (centres undefined),i,-13,14,i,i,i,-1,i,i,i,i
O=C1CCCC(O)=C1N=Nc1ccc2c(c1)OCO2,i,-10,-10,i,i,i,0,i,i,i,i
CCN(C1CCCCC1)S(=O)(=O)CCNC(=O)c1ccc2c(c1)OCO2,·,-11,26,i,i,i,-1,i,i,i,i
O=C(O)C1CCCN1S(=O)(=O)c1ccc(Br)cc1 (centres undefined),i,-8,-4,i,i,i,-2,i,i,i,i
C[C@]12CC[C@@H]3c4ccc(OS(=O)(=O)O)cc4CC[C@H]3[C@@H]1CCC2=O,i,-4&-8,-1&7,i,i,i,0&5,i,i,i,i
Cc1[nH]c(C)c(S(=O)(=O)N2CCCCC2)c1C(=O)N1CCCCC1,i,-11,-3,i,i,i,-5,i,i,i,i
COc1ccc2nc(NC(=O)Cc3cccs3)sc2c1,i,-4,2,i,i,i,26,i,i,i,i
CCCC(=O)c1c[nH]c(C(=O)NCc2cccnc2)c1,i,-7,5,i,i,i,2,i,i,i,i
COc1cc(OC)c(CN2CCCCCCC2)cc1Br,i,-1,-12,i,i,i,-2,i,i,i,i
CCC1CCc2c(sc(NC(=O)C3CC=CCC3C(=O)O)c2C#N)C1 (centres undefined),i,3,-11,i,i,i,0,i,i,i,i

# Full records, looked up by structure:
# O=C(O)C1CCCN1S(=O)(=O)c1ccc(Br)cc1 (centres undefined) is entered as PolyA inh = i; hERG rescue = -8; Platelet DG rel = -4; TRPC4 block = i; TRPC4 agonist = i; KCNQ1 pot = i; Dyrk1A ADPGlo = -2; KCNQ1 block = i; KCNK9 block = i; KCNK3 inh = i; TRPC4 PAM = i
# C[C@]12CC[C@@H]3c4ccc(OS(=O)(=O)O)cc4CC[C@H]3[C@@H]1CCC2=O is entered as PolyA inh = i; hERG rescue = -4&-8; Platelet DG rel = -1&7; TRPC4 block = i; TRPC4 agonist = i; KCNQ1 pot = i; Dyrk1A ADPGlo = 0&5; KCNQ1 block = i; KCNK9 block = i; KCNK3 inh = i; TRPC4 PAM = i

# Next entries follow.
SMILES,PolyA inh,hERG rescue,Platelet DG rel,TRPC4 block,TRPC4 agonist,KCNQ1 pot,Dyrk1A ADPGlo,KCNQ1 block,KCNK9 block,KCNK3 inh,TRPC4 PAM
COc1ccccc1-n1cc(C(=O)NCC(=O)NCc2ccc(F)cc2)c2ccccc2c1=O,i,-8,1,i,i,i,·,i,i,i,i
CCCC(=O)Nc1ccc(S(=O)(=O)Nc2nccs2)cc1,i,-1,3,i,i,i,4,i,i,i,i
COc1ccc(-n2c(=O)c(CCC(=O)N3CCN(c4ccccc4O)CC3)nc3ccccc32)cc1,i,-13,6,i,i,i,7,i,i,i,i
CCOc1ccc(CCNC(=O)c2ccc(NC3=NC4CS(=O)(=O)CC4S3)cc2)cc1 (centres undefined),i,-5,6,i,i,i,-3,i,i,i,i
CN1N=C(C(=O)N2CCCC(N3CCN(c4ccc(F)cc4)CC3)C2)CCC1=O (centres undefined),i,-8,-10,i,i,i,-5,i,i,i,i
CN(C)C(=O)c1nc2ccc(Cl)cn2c1CNCc1cccc(OC(F)(F)F)c1,i,-8,4,i,i,i,-2,i,i,i,i
O=C(CN1C(=O)c2ccccc2C1=O)Nc1ccccc1C(F)(F)F,i,1,-12,i,i,i,10,i,i,i,i
O=C(c1ccco1)N1CCCN(Cc2nc(Cc3ccccc3)no2)CC1,i,-3,-1,i,i,i,-3,i,i,i,i
